High-throughput results: PubChem BioAssay, National Center for Advancing Translational Sciences (NCATS)
Tb PFK block = qHTS Assay to Find Inhibitors of T. brucei phosphofructokinase; T. brucei PFK, ADP-Glo luminescence; 330,000 tested, 0.17% active; ATP-dependent 6-phosphofructokinase (Trypanosoma brucei brucei), O15648; Potency, µM (highest dose often 57.5 µM), for inactives: top-dose activity, negative = inhibition, actives largely listed as inhibitors;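 further: potency means the concentration at half of the fitted maximal effect; 0% = uninhibited 1x PFK enzyme wells and -100% = no-enzyme wells; nearly all actives have a fitted effect of over 60% in size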
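Luminescent ADP detection (ADP-Glo, two-step: ATP depletion then ADP-to-ATP conversion for luciferase) reported PFK activity after 45 min room-temperature reaction of 1.25 nM enzyme with 0.5 mM F6P and 0.1 mM ATP at pH 8.0.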
BRCA1 expr up = qHTS Assay to Identify Small Molecule Activators of BRCA1 Expression | MCF7-BRCA1-FFLuc reporter, luminescence, 48 h; response scale: scaled: vehicle 0%, 10 µM genistein 100% | Potency, µM (highest dose often 46.1 µM), for inactives: top-dose activation, most hits filed as activators | 380,000 tested, 1.1% active; further: potency means the concentration at half of the fitted maximal effect; nearly all actives have a fitted effect of over 80% in size; some results filed as inactive show a strong effect at the top dose
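MCF7-BRCA1-FFLuc cells, 2000/well in phenol-red-free MEM, attached 2 h then treated 48 h at 37 C. Luciferase luminescence read 15 min after reagent; normalized to genistein maximum activation (10microM) and DMSO, concentration-response fitted.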
p53 reactivation = qHTS assay for re-activators of p53 using a Luc reporter | H1299 p53-A138V BP100-luciferase reporter, luminescence, 24 h | Potency, µM (series often up to 92.2 µM), without a hit: at the highest dose activity change, positive = activation, actives largely listed as activators | 320,000 tested, 0.063% active | AID 504706, 2011; further: potency means the concentration at half of the fitted maximal effect; % of control where 0% means no effect; nearly all actives have a fitted effect of over 45% in size
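p53-null H1299 cells stably carrying temperature-sensitive p53-A138V and a BP100-luciferase reporter were pinned with compounds (4-point, 1:5 series) and held 24 hrs at 37 deg C. Luminescence was read 10 min after detection reagent.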
ELG1 DNA repair = qHTS screen for small molecules that inhibit ELG1-dependent DNA repair in human embryonic kidney (HEK293T) cells expressing luciferase-tagged ELG1; HEK293T ELG1-luciferase reporter, luminescence, 16 h; DNA damage induced by 5-fluorouridine; Potency, µM (top dose mostly 46.1 µM), for the others: top-dose activity change, negative = inhibition, most hits filed as inhibitors; 330,000 tested, 2.3% active; further: potency means the concentration at half of the fitted maximal effect; on the % scale 0 is the no-effect control and ±100 the full control effect; nearly all actives have a fitted effect of over 55% in size
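5-Fluorouridine DNA damage + compound/DMSO, 2,000 cells/well, 16 h, 37 °C/5% CO2. ONE-Glo, 30 min RT, luminescence. Readout = decrease in reporter signal.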
TRPV1 ag = HTS Assay for Compounds that Act as Agonists of the Vanilloid Receptor 1 | Transient receptor potential cation channel subfamily V member 1 (Homo sapiens), Q8NER1 | TRPV1-expressing cells, Fluo-8 calcium influx, agonist mode | activation, % at 8.33 µM | 320,000 tested, 0.19% active; in the data active means activation above about 80%; inconclusive means between about 30% and that limit; further: 0% is about no effect
Target sequence (Q8NER1 whole entry, looked up): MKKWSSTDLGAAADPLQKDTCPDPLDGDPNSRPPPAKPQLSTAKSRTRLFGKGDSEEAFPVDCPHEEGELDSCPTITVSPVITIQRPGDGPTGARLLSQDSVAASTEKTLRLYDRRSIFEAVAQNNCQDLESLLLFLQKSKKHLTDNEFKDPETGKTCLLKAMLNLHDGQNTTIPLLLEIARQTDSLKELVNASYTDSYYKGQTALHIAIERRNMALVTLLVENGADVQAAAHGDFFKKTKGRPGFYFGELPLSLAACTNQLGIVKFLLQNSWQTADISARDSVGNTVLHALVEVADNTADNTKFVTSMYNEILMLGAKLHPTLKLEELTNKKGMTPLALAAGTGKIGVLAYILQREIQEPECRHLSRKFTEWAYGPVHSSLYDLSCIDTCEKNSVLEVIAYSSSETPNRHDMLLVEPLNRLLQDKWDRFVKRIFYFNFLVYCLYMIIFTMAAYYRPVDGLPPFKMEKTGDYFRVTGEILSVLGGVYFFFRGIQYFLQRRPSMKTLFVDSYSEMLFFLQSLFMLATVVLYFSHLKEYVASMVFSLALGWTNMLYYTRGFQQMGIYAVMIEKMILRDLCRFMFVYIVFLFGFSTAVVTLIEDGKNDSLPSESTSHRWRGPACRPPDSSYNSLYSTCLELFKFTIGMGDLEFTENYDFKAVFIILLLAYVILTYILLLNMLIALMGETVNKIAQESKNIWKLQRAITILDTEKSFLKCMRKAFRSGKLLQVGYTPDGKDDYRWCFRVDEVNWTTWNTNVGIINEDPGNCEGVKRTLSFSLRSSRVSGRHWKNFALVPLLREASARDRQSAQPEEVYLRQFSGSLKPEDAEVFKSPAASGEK
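Cells expressing TRPV1 were dye-loaded with Fluo-8 and read kinetically: 10 s baseline, 3 min after compound (agonist portion), then 2 min after EC20 capsaicin (allosteric enhancer portion). Calcium-bound dye fluorescence at 480/520 nm.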
NPC1 promoter act = qHTS Assay for NPC1 Promoter Activators | Huh7 NPC1 promoter luciferase reporter, 24 h | Potency, µM (series often up to 9.22 µM), for the others: top-dose activation, actives largely listed as activators | 320,000 tested, 2.4% active;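 further: potency means the concentration at half of the fitted maximal effect; % of control where 0% means no effect; nearly all actives have a fitted effect of over 60% in size; reporter is driven by a mutant NPC1 promoter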
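Luminescence from an NPC1 promoter-driven luciferase reporter in stably transfected Huh7 cells was measured after 24 h compound treatment at 37 °C, followed by 10 min ambient incubation with luciferase detection reagent.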
ELG1 genotoxic = qHTS screen for small molecules that induce genotoxicity in human embryonic kidney (HEK293T) cells expressing luciferase-tagged ELG1; HEK293T ELG1-luciferase reporter, luminescence, 16 h; Potency, µM (highest dose often 46 µM), inactives show at the top dose activity change, positive = activation, most hits filed as activators; 330,000 tested, 1.3% active; AID 504466, 2011; further: potency means the concentration at half of the fitted maximal effect; % of control where 0% means no effect; nearly all actives have a fitted effect of over 60% in size
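16 hr compound incubation (37 °C, 5% CO2) of HEK293T cells carrying luciferase-tagged ELG1; luciferase then measured by ONE-Glo luminescence after 30 min at RT.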
FLuc counter = qHTS profiling assay for firefly luciferase inhibitor/activator using purifed enzyme and Km concentrations of substrates (counterscreen for miR-21 project); AID 588342, 2011; Luciferin 4-monooxygenase (Photinus pyralis), P08659; Potency, µM (series often up to 57.5 µM), inactives show top-dose activity change, negative = inhibition, usual class: inhibitors; 360,000 tested, 6.9% active; purified FLuc, Km substrates, luminescence inhibition;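 further: potency means the concentration at half of the fitted maximal effect; plate controls were vehicle for no effect and reference inhibitor for full effect; nearly all actives have a fitted effect of over 55% in size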
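Purified P. pyralis luciferase (10nM final) with 10uM D-luciferin and 10uM ATP (Km levels) in 50mM Tris acetate pH 7.5, 10mM Mg acetate, 0.01% Tween-20, 0.05% BSA; qHTS 6-point titration, ~60 µM downward; luminescence read.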
VP16 counter = VP16 counterscreen qHTS for inhibitors of ROR gamma transcriptional activity. Drosophila S2 Gal4-VP16 UAS-luciferase, luminescence, 20 h. Potency, µM (doses to about 53.6 µM), for the others: at the highest dose activity, negative = inhibition, usual class: inhibitors. 310,000 tested, 3.5% active;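 further: Gal4-VP16 expression switched on by copper sulfate through the metallothionein promoter; potency means the concentration at half of the fitted maximal effect; on the % scale 0 is the no-effect control and ±100 the full control effect; nearly all actives have a fitted effect of over 50% in size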
Rab9 prom act = qHTS Assay for Rab9 Promoter Activators; 320,000 tested, 2.8% active; Potency, µM (series often up to 9.22 µM), for inactives: at the top dose activation, negative = inhibition, most hits filed as activators; Huh7 Rab9 promoter-luciferase reporter, luminescence, 24 h; further: potency means the concentration at half of the fitted maximal effect; % of control where 0% means no effect; nearly all actives have a fitted effect of over 60% in size
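Luciferase signal after 10 min detection reagent at ambient indicates Rab9 promoter upregulation; stably transfected Huh7 cells were treated 24 h with compound in DMSO at 37 °C, 5% CO2.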
RORg inh = qHTS for inhibitors of ROR gamma transcriptional activity; Nuclear receptor ROR-gamma (Mus musculus), P51450; Drosophila S2 Gal4-RORgamma UAS-luciferase reporter, 20 h; Potency, µM (top dose mostly 53.6 µM), for the others: top-dose activity change, negative = inhibition, most hits filed as inhibitors; 310,000 tested, 5.4% active; AID 2551, 2010; further: potency means the concentration at half of the fitted maximal effect; on the % scale 0 is the no-effect control and ±100 the full control effect; nearly all actives have a fitted effect of over 60% in size
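Stably transfected Drosophila Schneider cells are the test system, with ROR gamma fused to Gal4 and luciferase under UAS control; luminescence is read after 20 hr of 700 uM copper sulfate induction at ambient temperature.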
Starred values were filed as active, the others as inactive; ? = inconclusive; · = not tested or not shown; [ ] = another dose, or the depositor's remark. Unless noted, the call rests on the fitted dose curve; in most records, active means well fitted curve in the direction sought with a large enough effect; inconclusive means small, poorly fitted or top-dose-only effect, or another doubt; inactive means no such curve, though single readings can be large; an effect the other way counts as inactive or inconclusive. An unsorted share of the library. Share with any hit: about 15%.

SMILES	Tb PFK block	BRCA1 expr up	p53 reactivation	ELG1 DNA repair	TRPV1 ag	NPC1 promoter act	ELG1 genotoxic	FLuc counter	VP16 counter	Rab9 prom act	RORg inh
Cc1ccc(C)c(OCC(=O)Nc2cc(C(=O)O)cc(C(=O)O)c2)c1	?	15%	2%	4%	-2	-4%	1%	1%	-12%	-2%	-19%
CC(=O)Nc1ccc2nc(NC(=O)C(Cl)(Cl)Cl)sc2c1	1%	4%	10%	?	-2	25%	11%	15µM*	5%	26%	-14%
CCc1cccc(CC)c1NC(=O)CO/N=C(\C)c1cccs1	0%	-37%	-5%	-15%	3	-7%	-1%	1%	-16%	1%	24%
COC(=O)COc1ccc(S(=O)(=O)Nc2ccc(C(N)=O)cc2)cc1Cl	-7%	5%	1%	-5%	?	0%	-1%	0%	0%	-6%	-15%
COC(=O)c1ccc(C2/C(=C(\O)c3ccc4c(c3)OCCO4)C(=O)C(=O)N2CCCN(C)C)cc1 (stereo not given)	4%	-15%	?	6%	2	3%	1%	-1%	1%	3%	14%
CC(C(=O)OCC(=O)N1CCCCC1)N1C(=O)c2ccccc2C1=O (stereo not given)	-2%	3%	14%	11%	·	·	0%	·	·	·	·
CC(OC(=O)c1cccc(-n2cnnn2)c1)C(=O)Nc1ccc(F)cc1Cl (stereo not given)	1%	-20%	0%	-21%	-2	-3%	16%	-2%	·	1%	·
COc1ccccc1C(=O)Nc1nc2cc3c(cc2s1)OCO3	-1%	?	14%	?	0	1.8µM*	?	0.54µM*	-11%	1.6µM*	6%
NC(=O)N/N=C\c1cccs1	1%	1%	0%	4%	-2	-1%	-1%	4%	-14%	-3%	12%
O=C(Nc1ccccc1)NC1(C(=O)NCCCN2CCOCC2)CCCCC1	5%	9%	-2%	4%	-3	0%	-2%	6%	4%	13%	1%
N/C(=N\OC(=O)CSc1ccccc1)c1cccc([N+](=O)[O-])c1	-2%	13µM*	?	?	0	-1%	13%	?	8%	-4%	22%
COc1ccccc1-n1c(C)c2c(OC)cccc(=O)c2c1C	4%	-8%	-2%	-5%	-5	-4%	1%	-10%	-16%	-1%	-3%
CCCn1c(/C=C/c2ccccc2)nc2ccccc21	1%	21%	29%	?	?	1.8µM*	?	3µM*	?	1.8µM*	5.6µM*
CCOC(=O)COc1ccc(S(=O)(=O)N2CCN(c3ccccc3F)CC2)cc1	-3%	16%	-1%	0%	2	-1%	4%	5%	0%	-7%	13%
CS(=O)(=O)c1ccc2nc(NC(=O)c3cccc(Cl)c3)sc2c1	4%	103%	13%	9%	11	17%	12%	?	19%	1%[1.84 µM]	9%
COc1ccc([C@H]2CC(=O)C=C(c3ccc(OC)c(OC)c3)C2)cc1	-1%	0%	-10%	?	3	2%	-2%	0%	·	1%	·
COc1ccc(NC(=O)COc2ccc(C)nc2[N+](=O)[O-])cc1S(N)(=O)=O	18%	3%	-1%	11%	-1	-1%	0%	-1%	·	-2%	·
CCn1c(SCc2ccc([N+](=O)[O-])cc2)nnc1C(C)NC(=O)c1ccccc1Br (stereo not given)	0%	-7%	-4%	-18%	10	-2%	-3%	-1%	-10%	4%	3%
NC(=O)CCCn1c(C(=O)c2ccc(Cl)cc2)c2ccc(C(F)(F)F)cc2[n+]1[O-]	5%	-32%	-6%	-1%	?	-1%	1%	3%	·	-2%	·
C=CCn1c(-c2ccccc2[N+](=O)[O-])n[nH]c1=S	1%	4%	21%	-1%	-2	0%	-4%	-2%	?	2%	3.2µM*
C=CCSc1nc2nc(C)cc(C)n2n1	10%	8%	-5%	12%	2	0%	0%	4%	2%	1%	23%
O=C(CC1SC(=Nc2ccccc2)N(Cc2ccccn2)C1=O)Nc1ccc(Br)cc1 (stereo not given)	-1%	-62%	13%	-10%	4	-3%	-5%	1%	-7%	3%	?
CN(C)c1ccc(C=NCCC2(c3ccccc3)CCOC(C)(C)C2)cc1 (stereo not given)	3%	-3%	1%	14%	7	-5%	1%	6%	1%	2%	12%
CCCOc1ccc(N2C(=O)CC(N(CCc3ccc(OC)c(OC)c3)C(=O)c3ccccc3)C2=O)cc1 (stereo not given)	0%	4%	-2%	?	-2	2%	-1%	-3%	2%	-5%	-3%
CSc1nc(N)c(C(=O)Nc2ccc([N+](=O)[O-])cc2)s1	-1%	25%	8%	9%	-6	19%	8%	-15%	-15%	13%	-1%
CCn1c(SCC(=O)NC2CCCCC2)nc2c(c1=O)SC(C)C2 (stereo not given)	1%	-17%	4%	1%	4	0%	6%	2%	2%	3%	-12%
CCCCCOC(=O)Cn1c(=O)oc2ccccc21	3%	-4%	-4%	3%	?	-1%	-4%	?	?	-3%	7%
O=C(Nc1ccc2c(c1)OCO2)c1c[nH]c(=O)n(-c2ccc(F)cc2)c1=O	-1%	-4%	6%	18%	-1	4%	?	?	-11%	17%	36%
CC(C)N=C1NN=C(c2cccs2)C(CC(=O)O)S1 (stereo not given)	-2%	24%	0%	-2%	-1	2%	1%	-2%	1%	-6%	?
Cc1[nH]n(-c2ccccc2)c(=O)c1C(C[N+](=O)[O-])c1ccc(F)cc1 (stereo not given)	?	-30%	-25%	-14%	4	1%	0%	2%	?	-8%	?
O=C(NC1CCCCC1)C(c1ccncc1)N(C(=O)Cc1cccs1)c1ccccc1 (stereo not given)	1%	0%	0%	18%	3	-3%	2%	1%	1%	0%	-5%
COc1ccc(-c2cc(C(=O)N3CCN(C(c4ccccc4)c4ccccc4)CC3)no2)cc1OC	0%	-52%	-7%	-17%	3	-8%	-6%	7%	-3%	3%	17%
CCN1CCc2c(C#N)c(N3CCOCC3)nc(NCCO)c2C1	-2%	7%	-1%	-1%	0	-1%	-5%	0%	3%	-4%	-3%
O=C(Nc1ccccc1N1CCCCC1)C1CCN(S(=O)(=O)c2cccc(C(F)(F)F)c2)CC1	0%	-25%	0%	11%	?	-5%	-1%	4%	·	-4%	·
CC(=O)Nc1ccc(S(=O)(=O)Oc2cccc(N3C(=O)C4CC=CCC4C3=O)c2)cc1 (stereo not given)	-1%	2%[1.84 µM]	5%	23µM*	3	0%	2%	1%	5%	0%	15%
CCC(CO)Nc1ncc([N+](=O)[O-])cc1C#N (stereo not given)	-11%	-7%	-14%	-3%	-2	-5%	2%	0%	-10%	-7%	-1%
N#CCCn1c(C2CCCCC2)nc2ccccc21	17%	-1%	-3%	7%	3	-2%	4%	3%[2.3 µM]	7%	0%	3%
CC(=O)c1cccc(NC(=O)c2ccc3c(c2)CCCC3)c1	-7%	3.5µM*	?	?	87*	2.5µM*	14%[9.26 µM]	1.3µM*	2.8µM*	4µM*	1.4µM*
O=S(=O)(c1cccc(S(=O)(=O)N2CCCC2)c1)c1cccc(S(=O)(=O)N2CCCC2)c1	0%	-51%	-7%	21µM*	-3	1%	-10%	0%	-1%	-10%	-8%
O=S(=O)(c1ccc(Cl)cc1)N(Cc1ccccn1)Cc1ccccn1	-11%	-18%	-1%	-7%	13	0%	-5%	0%	5%	-1%	-3%
COc1ccc(OCCCc2c(C)n[nH]c2C)cc1	-2%	-11%	3%	9%	-1	2%	-6%	-24%	?	-1%	-75%
Cc1ccc2c(c1)N(CC(=O)Nc1ccc3c(c1)OCCO3)C(=O)CO2	11%	-12%	-11%	3%	2	-1%	1%	-14%	4%	1%	20%
C=CCNC(=S)N/N=C/c1ccc(N(CC)Cc2ccccc2)cc1	-2%	-58%	1%	?	2	-8%	-5%	3%	0.71µM*	-1%	0.5µM*
Cc1cc(NC(=O)C(=O)NCCN2CCN(C(=O)c3cccs3)CC2)ccc1Br	-3%	-1%	-7%	?	6	-7%	-2%	2%	-7%	-5%	?
